# LDHA inh: blocks human lactate dehydrogenase A; actives 0.15% (n = 480,000); activity change, % (values are at about 110 or 230 µM); P00338; AID 1347041; purified LDHA, NADH/diaphorase-resazurin fluorescence; stronger effect = lower value; in the data active means activity change below about -30%; inconclusive means mostly about -25% to -30%;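 further: plate controls were DMSO wells for no effect and wells without enzyme for full effect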
#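 Human LDH5 (2 nM) was incubated with 0.06 mM NADH and 0.2 mM pyruvate for 5 min at room temperature in Tris pH 7.4. Remaining NADH was coupled through diaphorase/resazurin, and resorufin fluorescence was read at 0 and 20 min.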
# APEX1 inh: blocks human APE1 abasic DNA cleavage | Potency, µM (highest dose often 65.8 µM), for inactives: at the highest dose activity change, negative = inhibition, hits mostly inhibitors | recombinant APE1, TAMRA/BHQ-2 abasic DNA cleavage fluorescence | actives 0.35% (n = 350,000);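 further: potency means the concentration at half of the fitted maximal effect; plate controls were vehicle for no effect and reference inhibitor for full effect; nearly all actives have a fitted effect of over 55% in size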
#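 Quantitative HTS: incision of a TAMRA/BHQ-2 double-stranded substrate bearing a tetrahydrofuran abasic site by 0.75 nM APE1 raises fluorescence. Substrate 50 nM final, added after 15 min compound preincubation at room temperature; progress as third-minus-first kinetic read difference.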
# Pol eta inh: DNA polymerase eta (human) inhibition. Potency, µM (doses to about 114 µM), for the others: top-dose activity change, negative = inhibition, most hits filed as inhibitors. recombinant Pol eta, fluorescent DNA replication assay. Q9Y253. actives 1.2% (n = 390,000); further: potency means the concentration at half of the fitted maximal effect; on the % scale 0 is the no-effect control and ±100 the full control effect
#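 Pol eta at 10 nM preincubated with compounds 15 min at room temperature; reaction started with fluorescent substrate (50 nM final) and read kinetically at 0 and 10 min.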
# 12-LOX inh: blocks human arachidonate 12S-lipoxygenase; P18054; actives 1.1% (n = 580,000); Potency, µM (doses to about 108 µM), without a hit: at the top dose activity change, negative = inhibition, actives largely listed as inhibitors; purified 12hLO, xylenol orange hydroperoxide absorbance; further: potency means the concentration at half of the fitted maximal effect; on the % scale 0 is the no-effect control and ±100 the full control effect
#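 Purified human 12hLO at 150 nM in 25 mM Hepes, 0.01% Triton X-100, pH 7.0, preincubated 15 min at room temperature with compound. Reaction started with 40 uM arachidonic acid, 30 min at room temperature. Hydroperoxide measured by Fe-xylenol orange, 573/405 nm absorbance ratio.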
# POLK inh: blocks human DNA polymerase kappa activity; actives 0.53% (n = 400,000); Potency, µM (series often up to 107 µM), without a hit: at the top dose activity, negative = inhibition, usual class: inhibitors; purified Pol kappa, fluorescent DNA synthesis assay, 10 min; AID 588579; Q9UBT6; further: potency means the concentration at half of the fitted maximal effect; on the % scale 0 is the no-effect control and ±100 the full control effect
#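 Activity was followed as the change in fluorescence between reads at 0 and 10 min after starting the reaction with 50 nM substrate. Beforehand, 10 nM polymerase had been preincubated with compound for 15 min at room temperature.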
# ERG Ets-DNA blk: ERG Ets/DNA interaction inhibition; fluorescence polarization, His-ERG Ets domain / labelled DNA; Potency, µM (series often up to 76.9 µM), inactives show at the top dose FP activity, negative = inhibition, hits mostly inhibitors; actives 0.028% (n = 370,000); AID 624246; active means well fitted inhibition curve with a large enough effect in the polarisation, with a control signal flat; inconclusive means small, poorly fitted or top-dose-only effect, or effect the other way, or a change in a side signal; inactive means no such curve, though single readings can be large or run the other way; the % refers to the polarisation;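 further: polarization taken with two DNA probes labelled with fluorescein and Texas red; potency means the concentration at half of the fitted maximal effect; % of control where 0% means no effect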
# Target sequence (P11308 whole entry, looked up, the tested form may be a part): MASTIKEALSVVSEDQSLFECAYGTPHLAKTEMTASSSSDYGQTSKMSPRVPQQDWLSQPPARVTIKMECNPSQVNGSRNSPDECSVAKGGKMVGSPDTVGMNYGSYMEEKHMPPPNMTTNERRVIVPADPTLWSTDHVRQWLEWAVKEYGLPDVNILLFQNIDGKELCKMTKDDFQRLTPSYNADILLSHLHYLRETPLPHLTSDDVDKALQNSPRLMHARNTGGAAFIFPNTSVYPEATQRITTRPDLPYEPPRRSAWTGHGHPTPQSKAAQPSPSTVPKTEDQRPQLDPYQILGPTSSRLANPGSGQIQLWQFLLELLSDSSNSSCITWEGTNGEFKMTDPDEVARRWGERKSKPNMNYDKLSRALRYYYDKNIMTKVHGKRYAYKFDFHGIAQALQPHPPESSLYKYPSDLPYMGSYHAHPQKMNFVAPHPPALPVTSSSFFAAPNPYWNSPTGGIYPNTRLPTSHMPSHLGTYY
#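 His-tagged ERG Ets domain (1 uM in the protein solution; 300mM KCl, 50mM Tris-HCl, 1mM EDTA, 1mM DTT, pH 7.5) received compound, then a probe mix of 5 nM fluorescein-DNA and 100nM Texas-615-DNA. Fluorescence polarization was read for both dyes.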
# Anesthetic bind: candidate novel general anesthetic via apoferritin binding; AID 485281; actives 0.074% (n = 350,000); apoferritin/1-aminoanthracene competitive binding, fluorescence; Potency, µM (doses to about 77.5 µM), for inactives: top-dose activity change, negative = displacement, most hits filed as inhibitors; P02791; further: potency means the concentration at half of the fitted maximal effect; on the % scale 0 is the no-effect control and ±100 the full control effect; nearly all actives have a fitted effect of over 20% in size
# Target sequence (P02791 2-175 limits assumed): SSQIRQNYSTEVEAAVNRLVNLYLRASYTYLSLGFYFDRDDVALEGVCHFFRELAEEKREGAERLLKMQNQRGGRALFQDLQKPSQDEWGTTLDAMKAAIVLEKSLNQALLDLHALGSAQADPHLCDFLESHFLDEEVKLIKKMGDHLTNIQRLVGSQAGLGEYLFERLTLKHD
#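 In PBS, apoferritin at 10 uM is loaded with 1-AMA from a 50% saturated solution. After 10 min of compound exposure at ambient temperature, reduced 535 nm fluorescence indicates probe displacement.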
# Pol beta inh: inhibitors of human DNA polymerase beta; P06746; actives 1.3% (n = 340,000); Pol beta primer extension/strand displacement, fluorescence kinetic; Potency, µM (highest dose often 114 µM), for the others: at the top dose activity change, negative = inhibition, hits mostly inhibitors; further: potency means the concentration at half of the fitted maximal effect; on the % scale 0 is the no-effect control and ±100 the full control effect
#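 Reaction started by 50 nM substrate onto compound-treated Pol beta (10 nM, 15 min preincubation, room temperature); plates read at 0 min and 10 min. Normalized concentration-effect data fitted by four-parameter Hill equation.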
# RGS4 inh: blocks human RGS4-accelerated GTP hydrolysis; P49798; Transcreener GDP fluorescence polarization, RGS4-accelerated GTP hydrolysis; Potency, µM (titrated, usually from 114 µM), inactives show top-dose activity change, negative = inhibition, most hits filed as inhibitors; actives 0.039% (n = 390,000); further: potency means the concentration at half of the fitted maximal effect; on the % scale 0 is the no-effect control and ±100 the full control effect; nearly all actives have a fitted effect of over 75% in size; some results filed as inactive show a strong effect at the top dose
# Target sequence (P49798 whole entry, looked up): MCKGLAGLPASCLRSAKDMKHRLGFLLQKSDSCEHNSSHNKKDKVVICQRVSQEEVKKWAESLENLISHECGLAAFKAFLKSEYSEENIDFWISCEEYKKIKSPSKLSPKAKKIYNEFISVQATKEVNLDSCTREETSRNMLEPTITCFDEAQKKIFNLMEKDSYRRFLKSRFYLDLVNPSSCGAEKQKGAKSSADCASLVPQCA
#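 MLSMR compounds (23 nl, pin-transferred) preincubated 10 min at room temperature with a 500nM (2x) first reagent, then RGS4 at 900nM (2x) plus Transcreener GDP mix added; fluorescence polarization (620/688 nm) read before and after 90 min at 30 °C.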
# * hit, by the source's call; ? = inconclusive; / = not tested or not shown; & = joins results of further samples; [ ] = dose if it differs, or a comment. Unless noted, the call rests on the fitted dose curve; in most records, active means well fitted curve in the direction sought with a large enough effect; inconclusive means small, poorly fitted or top-dose-only effect, or another doubt; inactive means no such curve, though single readings can be large; an effect the other way counts as inactive or inconclusive. Only part of the results is shown (hit frequency here may not be typical).
# Short forms – A = LDHA inh; B = APEX1 inh; C = Pol eta inh; D = 12-LOX inh; E = POLK inh; F = ERG Ets-DNA blk; G = Anesthetic bind; H = Pol beta inh; I = RGS4 inh
1	CN(C)c1ccc(C2CC(=O)C=C(Nc3ccccc3N)C2)cc1 (centres undefined)
  A: 1	B: 21%	C: -25%	D: 92%[activator]	E: -17%	F: -3%	G: 1%	H: 7%	I: -7%
2	COc1ccc(-n2cnnc2SCc2csc(-c3ccccc3)n2)cc1
  A: 0	B: 0%	C: -7%	D: -7%	E: -12%	F: 6%	G: ?	H: -20%	I: 5%
3	CCn1c(O)c(N=NC2=NC(=O)CS2)c2ccccc21
  A: 0	B: 8%	C: -6%	D: 390%[activator]	E: -4%	F: 5%	G: ?	H: -3%	I: 16%
4	Nc1nc(SCC(=O)Nc2ccccc2-c2ccccc2)n[nH]1
  A: -1	B: -4%	C: -15%	D: ?	E: -23%	F: -9%	G: -8%	H: -1%	I: 10%
5	O=C(Nc1nc2c(s1)CCCC2)c1ccc(Br)s1
  A: 2	B: -6%	C: -9%	D: ?	E: -6%	F: 5%	G: -14%	H: -1%	I: 8%
6	Cc1cccc(NC(=S)N2CCC(NC(=O)c3cccc(F)c3)CC2)c1
  A: -4	B: 19%	C: -5%	D: -10%	E: -12%	F: -7%	G: -9%	H: 12%	I: -20%
7	Cc1[nH]c2ccc(C(=O)NCCCN3CCOCC3)cc2c1C
  A: -1	B: 3%	C: -6%	D: -16%	E: 4%	F: 3%	G: ?	H: 47%	I: -6%
8	O=C(N/N=C/c1c[nH]c2c1ccc1ccccc12)c1ccc([N+](=O)[O-])cc1
  A: 0	B: 1%	C: -31%	D: 0%	E: -2%	F: 1%	G: -14%	H: -14%	I: -15%
9	COc1ccc(-n2c(-c3ccc(F)cc3)cn3c4c(=O)n(C)c(=O)n(C)c4nc23)cc1
  A: -1	B: /	C: -18%	D: -24%	E: 5%	F: 0%	G: -5%	H: -3%	I: -17%
10	CCOC(=O)Nc1ccccc1C(=O)Nc1cc(C)cc(C)c1
  A: -1	B: -9%	C: -18%	D: 6%	E: -7%	F: -1%	G: -20%	H: 0%	I: 5%
11	O=C(NNC(=S)Nc1ccc(F)cc1)[C@H]1C[C@@H]1c1ccccc1
  A: -7	B: 13%	C: -21%	D: 372%[activator]	E: -4%	F: 9%	G: 12%	H: 11%	I: -27%
12	COc1ccc(-c2cc(C(=O)N3CCCc4ccccc43)no2)cc1OC
  A: 6	B: 11%	C: -15%	D: 5%	E: -10%	F: -2%	G: -11%	H: 8%	I: -15%
13	COc1ccc(CCNC(=O)c2ccc(C)s2)cc1OC
  A: -18	B: -2%	C: -18%	D: 6%	E: -1%	F: -1%	G: -3%	H: 24%	I: -32%
14	Cc1cc(-c2cc(-c3ccc(Cl)cc3)nc(N)c2C#N)co1
  A: 2	B: 5%	C: ?	D: ?	E: -15%	F: -9%	G: -1%	H: ?	I: ?
15	COc1ccccc1N1CCN(/N=C\c2sccc2C)CC1
  A: -4	B: 3%	C: -24%	D: 5%	E: 1%	F: -4%	G: -17%	H: 1%	I: -9%
16	O=C(c1ccc(S(=O)(=O)N2CCCC2)cc1)N1CCCCC1
  A: -2&-2	B: 31%	C: -11%	D: -1%&-23%	E: -4%	F: 6%	G: /	H: /	I: -3%
17	C[C@H](CO)N1C[C@H](C)[C@@H](CN(C)C(=O)Nc2ccc(C(F)(F)F)cc2)Oc2c(NC(=O)CCC(F)(F)F)cccc2C1=O
  A: 3	B: 1%	C: -17%	D: -11%	E: -2%	F: -5%	G: /	H: /	I: -26%
18	COc1ccc(-c2cc3c(=O)n(CC(=O)Nc4ccccc4C(F)(F)F)ccn3n2)cc1OC
  A: -3	B: /	C: /	D: -10%	E: -2%[60.1 µM]	F: -1%	G: 0%	H: ?	I: -11%
19	COc1cc(NS(=O)(=O)c2ccc(NC(=O)c3ccc(Cl)cc3Cl)cc2)nc(OC)n1
  A: -2	B: /	C: -9%	D: -26%	E: ?	F: -4%	G: -5%	H: 0%	I: -13%
20	c1ccc2c(c1)NC(c1ccncc1)n1c-2nc2ccccc21 (centres undefined)
  A: -1	B: -3%	C: 6%	D: -14%	E: -13%	F: 0%	G: -24%	H: 3%	I: -52%
21	COc1ccc(OC)c(NC(=O)CNC(=O)Cn2ccc3ccccc3c2=O)c1
  A: 1	B: 0%	C: -16%	D: 5%[57.4 µM]	E: 4%	F: 12%	G: -2%	H: -11%	I: 9%
22	CCc1nc(NC(=O)NS(=O)(=O)c2ccccc2C(=O)OC)nc(OC)n1
  A: -4	B: ?	C: -12%	D: -1%	E: -17%	F: -7%	G: -6%	H: 2%	I: 9%
23	CC(=O)c1cc2c(cc1NC(=O)CCn1cccc1)OCO2
  A: -1	B: -3%	C: -14%	D: 5%	E: 3%	F: -4%	G: -21%	H: -17%	I: 16%

# Some values from above.
# O=C(Nc1nc2c(s1)CCCC2)c1ccc(Br)s1 in RGS4 inh → 8%
# CCOC(=O)Nc1ccccc1C(=O)Nc1cc(C)cc(C)c1 in RGS4 inh → 5%

# Entries of single compounds, looked up by structure. Order of values: LDHA inh | APEX1 inh | Pol eta inh | 12-LOX inh | POLK inh | ERG Ets-DNA blk | Anesthetic bind | Pol beta inh | RGS4 inh
# CCOC(=O)Nc1ccccc1C(=O)Nc1cc(C)cc(C)c1 in the list: -1 | -9% | -18% | 6% | -7% | -1% | -20% | 0% | 5%
# COc1ccc(-c2cc3c(=O)n(CC(=O)Nc4ccccc4C(F)(F)F)ccn3n2)cc1OC in the list: -3 | / | / | -10% | -2%[60.1 µM] | -1% | 0% | ? | -11%

# 5 records picked at random from the list so far:
# Short forms – A = LDHA inh; B = APEX1 inh; C = Pol eta inh; D = 12-LOX inh; E = POLK inh; F = ERG Ets-DNA blk; G = Anesthetic bind; H = Pol beta inh; I = RGS4 inh
8	O=C(N/N=C/c1c[nH]c2c1ccc1ccccc12)c1ccc([N+](=O)[O-])cc1
  A: 0	B: 1%	C: -31%	D: 0%	E: -2%	F: 1%	G: -14%	H: -14%	I: -15%
10	CCOC(=O)Nc1ccccc1C(=O)Nc1cc(C)cc(C)c1
  A: -1	B: -9%	C: -18%	D: 6%	E: -7%	F: -1%	G: -20%	H: 0%	I: 5%
4	Nc1nc(SCC(=O)Nc2ccccc2-c2ccccc2)n[nH]1
  A: -1	B: -4%	C: -15%	D: ?	E: -23%	F: -9%	G: -8%	H: -1%	I: 10%
2	COc1ccc(-n2cnnc2SCc2csc(-c3ccccc3)n2)cc1
  A: 0	B: 0%	C: -7%	D: -7%	E: -12%	F: 6%	G: ?	H: -20%	I: 5%
12	COc1ccc(-c2cc(C(=O)N3CCCc4ccccc43)no2)cc1OC
  A: 6	B: 11%	C: -15%	D: 5%	E: -10%	F: -2%	G: -11%	H: 8%	I: -15%
